Screening data (PubChem)
ERG Ets-DNA blk: blocks human ERG Ets domain binding to DNA; P11308; fluorescence polarization, His-ERG Ets domain / labelled DNA; Potency, µM (series often up to 76.9 µM), for the others: top-dose FP activity, negative = inhibition, usual class: inhibitors; actives 0.028% (n = 370,000); AID 624246; active means well fitted inhibition curve with a large enough effect in the polarisation, with a control signal flat; inconclusive means small, poorly fitted or top-dose-only effect, or effect the other way, or a change in a side signal; inactive means no such curve, though single readings can be large or run the other way; the % refers to the polarisation;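 further: polarization taken with two DNA probes labelled with fluorescein and Texas red; potency means the concentration at half of the fitted maximal effect; % of control where 0% means no effect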
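His-tagged ERG Ets domain (1 uM in the protein solution; 300mM KCl, 50mM Tris-HCl, 1mM EDTA, 1mM DTT, pH 7.5) received compound, then a probe mix of 5 nM fluorescein-DNA and 100nM Texas-615-DNA. Fluorescence polarization was read for both dyes.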
JMJD2A Tudor: blocks the human JMJD2A Tudor domain; O75164; AlphaScreen JMJD2A-Tudor / H3K4me3 peptide binding; Potency, µM (titrated, usually from 114 µM), without a hit: top-dose activity change, negative = inhibition, most hits filed as inhibitors; actives 4.4% (n = 390,000); AID 504339; further: potency means the concentration at half of the fitted maximal effect; on the % scale 0 is the no-effect control and ±100 the full control effect; nearly all actives have a fitted effect of over 50% in size
PI4K2A inh: PI4K2A (human) kinase inhibition; purified PI4K2A, ADP-Glo luminescence, 1 h; stronger effect = lower value; activity change, negative = inhibition, % at 76.9 µM; actives 0.13% (n = 420,000); AID 1346378; in the data active means activity change below about -50%; inconclusive means mostly about -30% to -49%;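 further: -100% = wells without enzyme as full effect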
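Compounds are screened against recombinant PI4K2A using PI as substrate and ATP, the latter dispensed at 300 microM. Reactions run one hour at ambient temperature before ADP-Glo detection; full inhibition defined by wells lacking enzyme.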
GLS inhibitor: inhibitors of human glutaminase (GLS) | O94925 | GLS enzymatic activity, qHTS titration | Potency, µM (doses to about 45.5 µM), for the others: top-dose activity change, negative = inhibition, usual class: inhibitors | actives 0.21% (n = 410,000) | AID 624170; further: potency means the concentration at half of the fitted maximal effect; on the % scale 0 is the no-effect control and ±100 the full control effect
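Coupled fluorescence readout: glutamate oxidase/HRP/Amplex Red detect glutamate formed by hKGA from L-glutamine (1 mM solution added). Buffer 45 mM KH2PO4 pH 8.2, 0.02% Tween-20; reads at t0 and 30 min RT.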
HP1b binding inh: blocks HP1-beta chromodomain binding to methylated histone tails; P83916; AlphaScreen HP1-beta / biotin-H3K9me3 peptide binding; Potency, µM (doses to about 114 µM), without a hit: at the top dose activity change, negative = inhibition, actives largely listed as inhibitors; actives 0.56% (n = 390,000); AID 540317; further: potency means the concentration at half of the fitted maximal effect; nearly all actives have a fitted effect of over 70% in size; inactives centre near 23
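HP1-beta protein (50 nM final) preincubated 30 min at room temperature with biotinylated H3(1-18)K9me3 peptide (50 nM) in PBS pH 7.4, 0.01% Tween-20, then compound added for 30 min. AlphaScreen streptavidin donor/nickel chelate acceptor beads (10 ug/mL final), 30 min dark, luminescence read.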
Pin1 inhibitor: human Pin1 inhibition; Q13526; Pin1 FP peptide displacement, HiFluor488, 10 min; Potency, µM (top dose mostly 115 µM), without a hit: at the top dose activity, negative = inhibition, most hits filed as inhibitors; actives 0.009% (n = 390,000); active means well fitted inhibition curve with a large enough effect in the polarisation, with a control signal flat, not every such curve was filed as active; inconclusive means small, poorly fitted or top-dose-only effect, or effect the other way, or a change in a side signal; inactive means no such curve, though single readings can be large or run the other way; the % refers to the polarisation; further: potency means the concentration at half of the fitted maximal effect; on the % scale 0 is the no-effect control and ±100 the full control effect
PGK inhibitor: blocks T. brucei phosphoglycerate kinase. Potency, µM (top dose mostly 57.5 µM), for the others: top-dose activity change, negative = inhibition, actives largely listed as inhibitors. AID 602233. actives 0.043% (n = 380,000). PGK/GAPDH coupled, Kinase-Glo luminescence, 60 min; further: potency means the concentration at half of the fitted maximal effect; on the % scale 0 is the no-effect control and ±100 the full control effect; nearly all actives have a fitted effect of over 60% in size
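Luminescent ATP detection (Kinase-Glo Plus) follows a 60-minute room-temperature incubation, with wells lacking PGK as controls. Buffer: 100 mM TEA (pH 7.6), 5 mM MgCl2, 0.01% Tween-20. Coupling enzyme GAPDH (100 nM final) supplies unstable 1,3-BPG in-well.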
BAZ2B block: BAZ2B (human) inhibition; AlphaScreen BAZ2B-H3K14Ac peptide displacement; AID 504333; Q9UIF8; Potency, µM (top dose mostly 114 µM), without a hit: at the highest dose activity change, negative = inhibition, actives largely listed as inhibitors; actives 4.4% (n = 360,000); further: potency means the concentration at half of the fitted maximal effect; on the % scale 0 is the no-effect control and ±100 the full control effect; nearly all actives have a fitted effect of over 60% in size
Target sequence (Q9UIF8 whole entry, looked up): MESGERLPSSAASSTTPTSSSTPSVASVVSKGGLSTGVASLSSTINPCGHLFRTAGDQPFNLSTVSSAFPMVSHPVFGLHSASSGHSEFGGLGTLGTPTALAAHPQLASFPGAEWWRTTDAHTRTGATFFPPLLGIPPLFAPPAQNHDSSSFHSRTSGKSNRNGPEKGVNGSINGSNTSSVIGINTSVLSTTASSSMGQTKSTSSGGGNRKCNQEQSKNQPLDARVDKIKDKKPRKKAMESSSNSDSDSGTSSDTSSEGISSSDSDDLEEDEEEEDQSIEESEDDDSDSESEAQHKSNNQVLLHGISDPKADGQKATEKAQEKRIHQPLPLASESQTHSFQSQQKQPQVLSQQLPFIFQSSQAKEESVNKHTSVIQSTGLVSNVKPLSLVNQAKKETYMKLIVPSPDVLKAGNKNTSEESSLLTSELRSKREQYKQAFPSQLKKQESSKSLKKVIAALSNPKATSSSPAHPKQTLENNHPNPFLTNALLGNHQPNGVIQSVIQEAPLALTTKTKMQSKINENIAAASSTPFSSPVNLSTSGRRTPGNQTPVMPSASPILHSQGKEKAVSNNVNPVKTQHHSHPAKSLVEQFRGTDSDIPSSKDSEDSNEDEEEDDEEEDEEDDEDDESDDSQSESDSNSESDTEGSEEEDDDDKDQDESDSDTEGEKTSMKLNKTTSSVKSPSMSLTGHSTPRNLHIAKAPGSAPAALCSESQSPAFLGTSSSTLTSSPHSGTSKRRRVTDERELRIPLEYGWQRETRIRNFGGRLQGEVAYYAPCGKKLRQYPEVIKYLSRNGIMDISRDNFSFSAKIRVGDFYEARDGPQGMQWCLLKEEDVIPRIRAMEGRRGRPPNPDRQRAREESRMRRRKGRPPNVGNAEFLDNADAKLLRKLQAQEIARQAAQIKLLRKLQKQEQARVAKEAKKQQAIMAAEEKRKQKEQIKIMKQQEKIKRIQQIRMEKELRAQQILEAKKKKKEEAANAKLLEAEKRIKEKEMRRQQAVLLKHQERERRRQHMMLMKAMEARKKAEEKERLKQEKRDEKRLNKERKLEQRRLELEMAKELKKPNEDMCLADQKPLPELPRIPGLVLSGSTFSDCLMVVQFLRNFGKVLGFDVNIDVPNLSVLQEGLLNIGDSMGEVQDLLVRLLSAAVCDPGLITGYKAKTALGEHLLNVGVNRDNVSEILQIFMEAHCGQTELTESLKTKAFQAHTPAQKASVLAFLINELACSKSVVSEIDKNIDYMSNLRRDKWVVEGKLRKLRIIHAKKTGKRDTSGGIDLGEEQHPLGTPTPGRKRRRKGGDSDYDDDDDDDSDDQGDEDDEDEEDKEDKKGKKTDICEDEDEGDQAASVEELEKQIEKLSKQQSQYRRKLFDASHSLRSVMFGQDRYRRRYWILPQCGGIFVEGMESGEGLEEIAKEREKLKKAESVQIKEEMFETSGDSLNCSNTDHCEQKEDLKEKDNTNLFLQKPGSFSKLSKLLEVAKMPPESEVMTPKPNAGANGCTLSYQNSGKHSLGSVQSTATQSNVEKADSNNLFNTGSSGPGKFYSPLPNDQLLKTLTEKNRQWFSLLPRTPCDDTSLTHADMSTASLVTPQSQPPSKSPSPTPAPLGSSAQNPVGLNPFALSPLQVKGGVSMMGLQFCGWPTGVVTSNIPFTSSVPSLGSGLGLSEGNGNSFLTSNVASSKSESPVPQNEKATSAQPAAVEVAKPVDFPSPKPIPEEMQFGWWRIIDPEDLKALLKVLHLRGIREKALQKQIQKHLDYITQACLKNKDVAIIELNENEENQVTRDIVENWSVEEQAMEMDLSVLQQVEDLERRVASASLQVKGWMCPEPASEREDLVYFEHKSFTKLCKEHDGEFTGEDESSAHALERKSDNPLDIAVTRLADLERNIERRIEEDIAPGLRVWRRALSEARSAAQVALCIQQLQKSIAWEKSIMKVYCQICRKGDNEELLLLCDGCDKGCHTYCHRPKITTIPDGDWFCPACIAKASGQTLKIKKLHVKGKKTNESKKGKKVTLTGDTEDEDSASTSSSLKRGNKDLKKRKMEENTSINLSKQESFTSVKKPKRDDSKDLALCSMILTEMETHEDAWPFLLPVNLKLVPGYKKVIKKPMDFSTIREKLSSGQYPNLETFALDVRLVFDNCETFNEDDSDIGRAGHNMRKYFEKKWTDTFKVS
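Multi-concentration screen (max 110 uM) measuring displacement of acetylated histone H3 peptide from BAZ2B by AlphaScreen, using 50 nM protein, 50 nM peptide and 10 ug/mL streptavidin donor plus Ni-chelate acceptor beads.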
G9a block: blocks human histone lysine methyltransferase G9a; Potency, µM (top dose mostly 102 µM), inactives show at the top dose activity, negative = inhibition, actives largely listed as inhibitors; Q96KQ7; G9a H3K9 monomethylation, AlphaScreen, 2 h; actives 8.8% (n = 350,000); AID 504332; further: potency means the concentration at half of the fitted maximal effect; on the % scale 0 is the no-effect control and ±100 the full control effect; nearly all actives have a fitted effect of over 75% in size
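Readings reflect AlphaScreen signal from monomethyl-H3K9 antibody detection. HMT at 20 nM; substrate b-H3K9 500 nM; cofactor SAM 20 uM; 2 h RT reaction; compounds tested as titrations in qHTS with 15 min preincubation.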
* marks the source's active call; other numbers are inactive results; i = inactive; ? = inconclusive; / = no result given; [ ] = dose if it differs, or a comment. Unless noted, the call rests on the fitted dose curve; in most records, active means well fitted curve in the direction sought with a large enough effect; inconclusive means small, poorly fitted or top-dose-only effect, or another doubt; inactive means no such curve, though single readings can be large; an effect the other way counts as inactive or inconclusive. Outcome played no part in choosing rows; about 11% have a hit in one of these screens.

SMILES	ERG Ets-DNA blk	JMJD2A Tudor	PI4K2A inh	GLS inhibitor	HP1b binding inh	Pin1 inhibitor	PGK inhibitor	BAZ2B block	G9a block
N#Cc1ccccc1NC(=O)CSc1nccn1CCc1ccccc1	2.1%	-17.9%	-3.2	?	9.1%	-9.5%	-0.1%	?	-4.2%[12.7 µM]
NS(=O)(=O)c1ccc(CNc2ccc3ccccc3n2)cc1	-1.2%	-8.5%	-0.2	0.6%	20.4%	5.6%	i	1.8%	?
Cc1oc(-c2cccc(Cl)c2)nc1CN1CCCC(C(=O)NC(C)c2ccc3c(c2)OCCO3)C1 (stereo unspecified)	7.0%	?	-5.5	12.5%	21.1%	13.8%	-5.5%	?	50.1µM*
O=C1[C@@H]2Cc3c([nH]c4ccccc34)CN2C(=O)CN1CCCCCO	9.5%	-16.1%	-2.3	8.4%	3.3%	4.1%	9.8%	15.7%	-4.9%
O=C(NCC(=O)N1CCN(Cc2ccccc2)CC1)c1ccc(Br)cc1	9.2%	-11.7%	1.9	3.9%	36.7%	-3.5%	2.3%	-15.9%	/
Cc1noc(C)c1CSc1nnc(-c2c[nH]c3ccccc23)n1-c1ccc(Cl)cc1	-1.7%	-18.6%	4.1	0.0%	20.8%	-0.6%	-0.9%	6.0%	3.5%[59 µM]
Cc1nnc(NC(=O)c2ccc(Br)cc2)s1	-3.6%	-35.8%	-2.3	-4.9%	12.7%	9.0%	-9.5%	11.6%	?
Cc1ccc(-c2nc(CS(=O)CC(=O)NCCCN3CCN(Cc4ccccc4)CC3)c(C)o2)cc1 (stereo unspecified)	2.4%	-20.5%	-1.0	2.7%	17.0%	-1.5%	-6.4%	-11.5%	-10.3%[59 µM]
CCOCCCNC(=O)CCn1ccc2cc(S(=O)(=O)N3CCCC3)ccc21	-12.7%	-14.4%	3.9	2.7%	55.5%[activator]	-1.9%	-0.5%	0.3%	23.6%[59 µM]
CCCC(O)(c1ccccc1)C(CN1CCOCC1)c1ccccc1 (stereo unspecified)	-7.9%	4.1%	1.6	-7.1%	27.6%	-2.3%	-3.6%	-33.3%	-30.5%
CCN(C(=O)c1cc2c(s1)-c1ccccc1S(=O)(=O)C2)c1cc(OC)ccc1OC	-3.4%	-26.8%	-0.5	0.2%	6.1%	13.4%	9.5%	-3.2%	9.6%
O=C(NCCCN1CCOCC1)c1c(F)c(F)c(F)c(F)c1F	-0.5%	-9.0%	0.2	0.0%	18.1%	2.0%	-6.2%	8.0%	-15.3%
C/C=C(\C)C(=O)NNC(=O)c1sc(-c2ccccc2)nc1C	17.2%	-0.7%	6.3	-0.3%	40.1%[activator]	-9.7%	i	0.4%	15.9%
Cc1cccc(CN2CCC(n3nccc3NC(=O)c3ccccc3C)CC2)n1	7.1%	-1.5%	5.7	-3.8%	34.0%	-7.8%	-3.3%	-4.7%	-46.9%
CCn1nc(NS(=O)(=O)c2ccc(NC(C)=O)cc2)c2cc3cc(C)ccc3nc21	-2.7%	-18.3%	-5.9	12.8%	37.0%	-2.9%	-14.6%	?	?
CC12CN3CC(C)(CN(C1)C3c1ccccc1Cl)C2O (stereo unspecified)	-2.5%	-3.1%	-16.3	2.8%	21.5%	-0.8%	-11.4%	10.3%	-9.2%[59 µM]
CC(C)C(=O)Nc1cccc(-c2nc3ccccc3c(=O)o2)c1	3.8%	-10.1%	0.1	2.0%	10.5%	10.1%	-8.9%	1.6%	-4.2%[59 µM]
CC(C)(C)c1ccc(C(=O)NCCCn2ccnc2)cc1	0.1%	-15.9%	0.7	-11.2%	62.9%[activator]	-8.6%	1.7%	2.5%	/
Cc1[nH]nc2c1C(c1ccccc1F)NC2=O (stereo unspecified)	7.6%	-9.0%	-3.4	3.1%	39.0%[activator]	1.0%	-3.6%	10.0%	5.9%
CCOC(=O)c1c(NC(=O)N/N=C/c2ccccc2OCC)sc(C(C)=O)c1C	-3.3%	-11.4%	0.5	14.7%	29.2%	-6.4%	3.6%	-3.5%	23.6%[59 µM]
O=c1cc(O)c2sc(Nc3ccc(Cl)c(F)c3)nc2[nH]1	2.4%	-26.2%	-1.4	?	0.2%	46.2%[activator]	11.1%	?	?
O=C1OCCC1Sc1nc2ccccc2c(=O)n1-c1ccc(F)cc1 (stereo unspecified)	-8.3%	-10.5%	4.2	-12.7%	33.6%	-12.1%	3.1%	-20.0%	-5.4%
CCCc1nnc(NC(=O)C(CC)OC(=O)c2cc(C)nc3ccccc23)s1 (stereo unspecified)	-1.4%	-22.5%	-3.1	-15.1%	3.9%	6.1%	i	-5.5%	3.3%[59 µM]
O=C(C1CCCN(S(=O)(=O)c2ccccc2)C1)N1CCCCC1 (stereo unspecified)	-6.1%	-13.8%	5.1	-8.7%	30.4%	-0.5%	-1.0%	-1.5%	/
C[n+]1ccn(CC(=O)c2ccc(Br)cc2)c1	2.3%	-7.6%	7.0	-0.4%	70.4%[activator]	-4.5%	-1.5%	2.9%	11.9%
O=C(O)CCCC(=O)NCCCCc1ccccc1	0.9%	5.1%	3.0	-8.5%	14.4%	-6.9%	-1.9%	-5.0%	?
CSc1ccc(/C=N\NC(=O)CC(=O)NC(C)C)cc1	6.0%	-7.9%	-1.9	-9.1%	60.8%[activator]	-2.2%	-3.9%	-1.2%	7.4%[0.501 µM]
CC(=O)NC(CC(=O)Nc1nc(-c2ccc(N(C)S(C)(=O)=O)cc2)cs1)c1ccccc1 (stereo unspecified)	-2.8%	-13.8%	-10.1	0.0%	7.3%	2.1%	-9.6%	-3.8%	?
Cc1ccc2c(c1)N(C(=O)CCC(=O)NCCCN1CCOCC1)CCO2	13.0%	-12.0%	1.2	-1.0%	18.6%	-1.4%	i	9.4%	/
CC1CN(S(=O)(=O)c2ccc(NC(=O)c3ccco3)cc2)CC(C)O1 (stereo unspecified)	3.3%	-6.4%	5.2	18.7%	16.7%	-0.7%	2.1%	2.8%	?
CC(=O)n1cc([C@H]2C=C(C(=O)N3CCN(Cc4ccccc4)CC3)O[C@@H](OCCCCO)C2)c2ccccc21	-3.4%	?	-2.5	0.0%	1.1%	4.8%	-7.1%	-34.6%	?
O=S(=O)(c1ccc(=S)[nH]c1)N1CCCC1	2.5%	?	0.8	?	-3.5%	4.0%	-0.6%	/	/
Cc1cccc(Cn2c(SCCN3CCCCC3)nc3c2c(=O)[nH]c(=O)n3C)c1	5.3%	-12.7%	-2.9	2.6%	17.6%	-1.0%	0.1%	11.4%	20.4%[12.7 µM]
COc1ccc(Nc2ncc3c(n2)CCN(Cc2cccc(F)c2F)C3)c(OC)c1	-4.9%	?	1.2	-1.1%	-7.4%	2.8%	/	?	-18.4%[12.7 µM]
CSCCC(NC(=O)c1ccc(Cl)cc1)C(=O)OCC(=O)c1ccc[nH]1 (stereo unspecified)	-6.5%	-12.6%	-4.8	-10.8%	29.1%	-2.5%	i	-1.7%	5.7%
COc1ccc(NS(=O)(=O)c2c(C)nc3scc(C)n3c2=O)cc1	0.5%	-3.4%	0.7	-3.6%	34.2%	-5.6%	i	-15.4%	0.1%[59 µM]
O=C(O)c1ccc(Cl)c(S(=O)(=O)Nc2ccc3cn[nH]c3c2)c1	6.4%	-16.5%	4.1	24.8%	0.3%	-10.9%	-16.8%	?	44.7µM*
Cc1c(C(=O)Nc2c(F)cccc2F)sc2ncn(Cc3ccccc3F)c(=O)c12	0.8%	-15.7%	-1.1	2.2%	-10.4%	16.1%	6.4%	-2.4%	-6.1%[59 µM]
COCc1cc(C)nc(OCC(=O)N/N=C/c2ccco2)c1C#N	7.1%	-9.6%	-5.0	-12.6%	38.2%	-5.1%	-3.4%	5.8%	8.1%[59 µM]
CCN(CC)S(=O)(=O)c1ccc(N2CCOCC2)c(NC(=O)COc2ccccc2C)c1	7.6%	-4.4%	2.3	-2.7%	35.2%	3.0%	-5.9%	-2.2%	7.1%[12.7 µM]
O=C(NCCSSCCNC(=O)c1ccccc1)c1ccccc1	/	-2.1%	-16.6	6.3%	43.4%[activator]	0.3%	0.0%	/	/
COc1ccc(C)cc1NC(=O)Cn1c(=O)ccc2cc(S(=O)(=O)N3CCCC3)ccc21	-1.2%	-29.7%	-6.7	1.6%	3.3%[57 µM]	-2.1%	-7.3%	-13.6%	2.1%[59 µM]
O=C(Nc1ccc(F)cc1Cl)C1CCN(c2ncnc3c2nc2n3CCCCC2)CC1	-3.4%	-15.5%	-4.2	-5.5%	37.0%	-13.2%	i	-6.0%	-12.1%[59 µM]
COc1ccc(C(=O)c2oc3ccccc3c2NC(=O)COc2cccc(C)c2)cc1	9.7%	-1.6%	1.0	-15.4%	15.6%	0.1%	-1.2%	0.9%	-4.6%[59 µM]
CCOC(=O)C1=C(CSc2nc(-c3ccccc3)ccc2C#N)OC(N)=C(C#N)C1c1ccccc1 (stereo unspecified)	22.6%	-11.7%	6.4	3.8%	38.8%	?	-3.1%	-2.1%	?
